KKLEB cytotox = CF airway cell cytotoxicity counter-screen. KKLEB CF airway cells viability, ATPlite luminescence, overnight; active compounds read low; cells stimulated with P. aeruginosa culture filtrate. activity change (cytotoxicity), % at 5 µM. 0.36% of 360,000 active. AID 602141;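 active = corrected activity change at or below -50% at 5 µM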
Peg3 promoter = Peg3 promoter activity inhibition; HeLa PEG-Prom luciferase reporter, luminescence, overnight; AID 588405; 1.7% of 360,000 active; inhibition, % at 20 µM;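 active = inhibition of at least 50% at 20 µM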
TRPM1 prom inh = reduces MITF-dependent TRPM1 promoter luciferase signal. SK-MEL-5 TRPM1 promoter luciferase, 24 h. inhibition, % at 12.5 µM. 0.83% of 330,000 active. AID 488899;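 active = mean inhibition across replicates of 60% or more, whatever share of single replicates reaches that level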; note: values of inactives mirror those of a sister screen read the other way
hiPSC survival = hiPSC single-cell survival enhancement; ATPlite luminescence; 100% = ROCK inhibitor wells, 0% = DMSO; survival enhancement, % at 20 µM; 0.044% of 360,000 active; AID 602274; in the data active = survival enhancement above about 18%;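 note: cells exposed to compounds for 16 hours before the ATP read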
CF NFkB block = blocks PAF-induced NF-kB reporter in cystic fibrosis cells | 0.86% of 360,000 active | AID 588850 | KKLEB NF-kB-GFP reporter, GFP fluorescence overnight | inhibition, % at 5 µM;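 active = at least 50% inhibition at 5 µM, scaled per plate between neutral and stimulator controls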;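 note: PAF is a Pseudomonas aeruginosa culture filtrate used as stimulus; plate controls were PAF-stimulated DMSO wells for no effect and unstimulated DMSO wells for full effect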
Shn3 inh set2 = inhibitors of Schnurri-3 3'UTR reporter in osteoblasts. inhibition, % at 12.5 µM. 0.52% of 360,000 active. Clone20 osteoblast Shn3 3'UTR firefly luciferase, 24 h;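 active = mean inhibition of at least 75% with every replicate also reaching 75%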;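 note: 0% = median of neutral control wells and 100% = pilot-screen positive control compound; some compounds past the cut are filed as inactive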
TWEAK-Fn14 inh = TWEAK-Fn14 signaling inhibition; TWEAK-stimulated Fn14 reporter cells, luciferase luminescence, 8 h; inhibition, % at 10 µM; 2% of 360,000 active; in the data active = inhibition above about 50%
NR2E3 ag-1 = agonists of human NR2E3 nuclear receptor. Q9Y5X4. CHO-S Gal4-NCOR/VP16-NR2E3 two-hybrid, luciferase. inhibition of corepressor binding, % at 3.98 µM. 0.35% of 360,000 active. AID 602229;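 active = inhibition above the mean of all tested compounds plus 3 SD, cut at about 70% in these data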;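 note: 0% = DMSO with NR2E3 transfected cells and 100% = cells lacking NR2E3 construct; higher means lower luciferase signal from less NR2E3 corepressor binding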
Target sequence (Q9Y5X4 whole entry, looked up, the tested form may be a part): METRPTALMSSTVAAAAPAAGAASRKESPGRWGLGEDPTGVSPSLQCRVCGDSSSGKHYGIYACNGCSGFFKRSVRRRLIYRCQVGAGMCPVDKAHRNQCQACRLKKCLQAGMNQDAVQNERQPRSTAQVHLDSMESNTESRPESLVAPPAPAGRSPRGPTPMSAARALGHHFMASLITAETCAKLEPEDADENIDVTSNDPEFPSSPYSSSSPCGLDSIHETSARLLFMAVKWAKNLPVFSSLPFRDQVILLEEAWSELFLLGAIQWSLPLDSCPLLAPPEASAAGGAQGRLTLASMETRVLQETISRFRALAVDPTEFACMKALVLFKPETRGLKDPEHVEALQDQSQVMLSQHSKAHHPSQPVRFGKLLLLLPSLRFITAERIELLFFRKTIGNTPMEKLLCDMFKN
aDG glyco up = alpha-DG glycosylation activation; activation, % at 10 µM; Pro5-aDG cells, alpha-DG glycosylation AlphaScreen (IIH6); 0% Pro5, 100% B10-LARGE cell signal; 0.22% of 360,000 active;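 active = activation of at least 8% versus controls, or a plate z-score of at least 8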;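 note: Pro5 are CHO cells carrying HIG-tagged alpha-DG that lacks glycosylation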
NR2E3 ag-2 = agonists of human nuclear receptor NR2E3. Q9Y5X4. GST-NR2E3/biotin-RetCOR TR-FRET, 1536-well. inhibition of corepressor binding, % at 4.78 µM. 0.12% of 320,000 active. AID 2300;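 active = percent inhibition above the cutoff of mean plus 3 SD of all tested compounds, set per screening campaign, cut at about 20% in these data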;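 note: 0% = DMSO wells and 100% = biotin wells as full block of FRET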
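Test system – NR2E3–RetCOR corepressor complex · Quantity – NR2E3 fusion 1.35 nM · Buffer or medium – Tris pH 7.5 · Incubation – Compound–protein incubation for 5 h at 4 °C · Technique – TR-FRET, Eu(K)-anti-GST donor, streptavidin-D2 acceptor, ex 340, em 617/671 nm · Evaluation – percent inhibition of 671/617 nm emission ratio versus biotin and DMSO controls · Plate – 1536-well format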
HIF-2a inh = HIF-2a inhibition; 786-0 RCC cells HIF-2a reporter, luciferase luminescence, overnight; inhibition, % at 18.8 µM; 0.72% of 360,000 active;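 active = inhibition of the luminescence signal of 40% or more relative to plate controls, in a single-dose primary screen at 18.75 µM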
* = called active by the depositor; · = not tested or not shown.

SMILES	KKLEB cytotox	Peg3 promoter	TRPM1 prom inh	hiPSC survival	CF NFkB block	Shn3 inh set2	TWEAK-Fn14 inh	NR2E3 ag-1	aDG glyco up	NR2E3 ag-2	HIF-2a inh
CCOC(=O)c1sc(NC(=O)c2cc3n(n2)C(C(F)(F)F)CC(c2ccccc2)N3)c(C(=O)OCC)c1C (stereo not drawn)	-3.4	-6.5	-5.3	1.7	13.8	-7.7	-15.5	-6.8	0.0	0.9	13.9
Cc1ccc(C)c(SCC(=O)OCC(=O)c2ccco2)c1	2.6	1.7	0.1	-2.6	-4.4	10.0	8.4	-32.7	0.0	1.3	-1.7
CC1CCCCN1S(=O)(=O)c1ccc(S(=O)(=O)N(Cc2ccccc2)Cc2ccco2)cc1 (stereo not drawn)	-9.2	19.0	8.0	-2.4	15.8	7.4	-13.7	-1.1	0.4	-2.7	-6.5
COc1cccc(CN(C)CC(=O)NCc2ccc(C)cc2)c1	-1.6	18.4	-2.7	-0.5	14.0	0.4	-11.6	10.6	-0.1	0.2	8.0
CC=CC1OCC(CC)C(CCC)O1 (stereo not drawn)	10.7	5.5	4.1	-1.4	-7.1	17.5	8.4	16.4	-0.1	·	17.0
CC(C)(C)NC(=O)NC(=O)COC(=O)c1cccc(F)c1	-6.4	10.0	2.4	-0.5	22.5	-7.2	-0.5	14.6	-0.3	-0.5	8.3
O=C(CCCc1ccccc1)N1CCN(C2CCCCC2)CC1	12.1	-114.1	-58.0	-0.3	12.9	-33.3	-7.6	2.0	-0.3	-3.5	-145.3
CC(=O)N1CCc2cc(S(=O)(=O)CCC(=O)N3CCc4ccccc4C3)ccc21	-3.0	10.1	6.9	2.6	11.4	-5.2	-9.2	-3.3	-0.1	-3.1	20.6
CCCCNC(=O)CCC(=O)Nc1ccc2nc(N3CCN(C)CC3)cc(C)c2c1	-9.0	2.7	-10.0	1.2	10.5	6.8	-2.6	-18.9	0.1	-2.6	6.8
O=C(Nc1nnc(Cc2ccc(Cl)cc2)s1)C1CCCO1 (stereo not drawn)	9.3	-28.1	-40.4	0.2	1.5	-3.2	4.8	-5.4	0.2	-2.6	-69.9
COc1cc(O)c(C(CCN2CCCC2)c2ccc3c(c2)OCO3)c(OC)c1 (stereo not drawn)	-11.9	-19.6	-21.0	-3.4	8.8	-3.8	6.2	8.6	0.0	-1.2	-5.0
c1ccc(CCSc2ncnc3nc[nH]c23)cc1	2.7	-175.7	-38.4	-2.0	25.7	-25.1	16.1	-78.5	1.6	-1.4	-180.9
O=C(COC(=O)c1cc(F)cc(F)c1)NCCCc1ccccc1	-6.2	-1.9	6.4	-0.8	-1.7	11.9	-13.4	-9.3	-0.1	1.5	12.8
Cc1ccc(/C=C/C(=O)OC(C)C(=O)NC2CCCCC2C)o1 (stereo not drawn)	9.8	-0.5	8.9	-0.5	-9.9	8.0	6.3	14.7	-0.2	-2.5	-2.7
N/C(=N\OC(=O)c1ccco1)c1ccccc1	-4.5	-197.7	-95.3	1.7	-2.6	-105.6	-4.3	-66.8	-0.1	-1.2	-255.1
CN(C)S(=O)(=O)c1cccc(NC(=O)c2ccc3nccnc3c2)c1	4.3	-28.2	-1.6	1.2	-7.6	22.7	13.8	9.3	-0.2	-1.9	-51.0
COCCCN1C(=O)C(O)=C(C(C)=O)C1c1ccccn1 (stereo not drawn)	4.2	14.6	-3.0	0.9	-11.0	2.9	-1.3	4.7	0.0	-0.5	1.4
CCCCC[C@@H](C)N1C[C@H](COCc2ccccc2)Oc2cc(N3CCC[C@H]3COC)ccc2S1(=O)=O	·	·	·	0.5	·	·	3.6	-27.6	-0.2	·	7.5
O=C(Nc1ccon1)c1ccc(N2CCCCC2)c([N+](=O)[O-])c1	-9.7	-313.7	-82.5	-2.6	-7.3	-64.8	-11.2	3.1	0.5	0.2	-251.5
Cc1cccc(NC(=O)c2nc[nH]c2C(=O)NCCCCNC(=O)c2[nH]cnc2C(=O)Nc2cccc(C)c2)c1	-39.3	77.7*	-0.5	2.7	56.1*	4.4	34.2	-30.0	-0.4	·	7.0
Cn1c(=N)n(CC(O)c2ccco2)c2ccccc21 (stereo not drawn)	4.7	6.9	9.8	-0.3	5.6	-6.9	14.6	-6.0	0.6	-2.0	14.2
O=C(Nc1ccccc1)c1cc2ccccc2s1	7.7	-330.6	-42.3	-0.6	-28.6	-28.6	16.0	-179.0	0.0	·	-179.7
CNC(=O)c1c(NC(=O)C2=COCCO2)sc2c1CCC(C)C2 (stereo not drawn)	13.5	-112.1	-51.2	-0.2	-12.2	-37.0	-32.8	-34.1	-0.3	-0.4	-36.0
COC(=O)Cn1c(=NC(=O)CSCC(=O)Nc2cc(C)on2)sc2ccccc21	5.5	11.3	·	-3.4	7.7	-15.3	15.0	1.9	0.0	-2.1	-0.6
O=C(CNC(=S)N(CCCN1CCOCC1)Cc1cccs1)N1CCCCCC1	-3.8	3.6	-6.1	-0.4	-0.4	8.9	-7.7	-16.8	-0.1	6.8	19.8
CCN(CC)S(=O)(=O)c1ccc(C)c(NC(=O)CSc2nc3ccc(C)cc3[nH]2)c1	-0.4	19.1	-7.3	-1.8	4.8	-21.0	-13.8	-35.8	0.4	-2.6	10.8
COc1ccc(C(C)=O)cc1CON=C1CSCc2ccccc21	-10.1	8.8	·	-2.8	-41.6	5.2	-12.3	-9.2	-0.1	·	9.2
NC(=O)c1cc2ccccc2o/c1=N\NC(=O)c1ccccc1O	-8.9	-7.1	-22.3	-0.1	-29.1	-20.8	-10.1	-27.7	-0.1	-0.4	-0.8
COc1cccc(NC(=O)Nc2ccc3c(c2)nnn3C)c1	-0.9	-182.7	-103.8	-3.5	9.3	-47.7	-11.9	-60.1	-0.1	0.6	-170.3
CC(=O)OCC1OC(COC(C)=O)(c2ccc(C)cc2)C(OC(C)=O)C1OC(C)=O (stereo not drawn)	-5.9	5.8	-0.6	-1.9	7.0	-12.2	-3.4	-7.6	-0.1	·	15.4

Some entries already given, limited to hiPSC survival and TWEAK-Fn14 inh.
molecule	hiPSC survival	TWEAK-Fn14 inh
O=C(Nc1ccon1)c1ccc(N2CCCCC2)c([N+](=O)[O-])c1	-2.6	-11.2
Cc1cccc(NC(=O)c2nc[nH]c2C(=O)NCCCCNC(=O)c2[nH]cnc2C(=O)Nc2cccc(C)c2)c1	2.7	34.2
Cn1c(=N)n(CC(O)c2ccco2)c2ccccc21 (stereo not drawn)	-0.3	14.6
O=C(Nc1ccccc1)c1cc2ccccc2s1	-0.6	16.0

(more compounds)
SMILES	KKLEB cytotox	Peg3 promoter	TRPM1 prom inh	hiPSC survival	CF NFkB block	Shn3 inh set2	TWEAK-Fn14 inh	NR2E3 ag-1	aDG glyco up	NR2E3 ag-2	HIF-2a inh
CC1(C)NC(=O)N(CC(=O)N2CCN(c3cccc(Cl)c3)CC2)C1=O	-0.6	7.3	6.5	0.4	-11.9	-1.1	8.0	5.6	0.2	2.9	8.6
CCCOc1ccc(N/C=C/C(=O)c2cc(OC)c(OC)c(OC)c2)cc1	5.7	-3.7	-10.3	-0.4	-5.9	16.1	8.8	-8.8	0.1	1.4	-19.6
Cc1cnc(C(=O)N(CC(C)C)c2c(N)n(CC(C)C)c(=O)[nH]c2=O)cn1	2.9	-2.4	-0.9	-0.4	-1.5	-6.2	-16.0	-11.0	-0.4	·	3.7
C=CCNc1ncnc2sc(SC)nc12	-3.8	-3.0	5.0	1.8	20.2	-6.2	29.9	-6.2	0.0	-2.0	13.3
CCNC(=S)NNC(=O)c1ccccc1OC(F)F	-1.4	2.8	-3.8	-1.1	1.9	-7.6	0.3	1.2	-0.2	1.9	-9.8
O=C(OCC(=O)N1CCN(c2ccccc2)CC1)c1cccc([N+](=O)[O-])c1	-1.5	0.6	2.5	-0.3	4.2	6.1	2.4	-9.8	-0.1	2.2	-7.9
CCOCCCNCC(=O)NCC1CCCCC1	-1.8	5.3	·	-0.8	-9.6	7.4	1.1	10.6	0.4	-0.7	8.2
O=c1[nH][nH]c(C(F)(F)F)c1/C=N/N1CCOCC1	9.9	5.7	-0.8	1.0	-14.8	0.9	-4.7	-14.8	-0.4	-1.7	9.3
Cc1ccc(-c2cc(C(=O)Nc3nn[nH]n3)c3ccccc3n2)cc1	9.4	14.2	-6.6	0.3	6.8	-14.4	16.0	-20.6	0.0	1.5	-8.8
CC(C)c1cccc(C(C)C)c1OC(=O)[C@H]1OC(c2ccc(Br)cc2)=C[C@@H]1c1ccc(Br)cc1	-8.9	47.3	-0.6	-0.9	40.3	26.1	31.7	20.9	-0.2	1.7	-4.8
C=CCSc1nc(C)cc(C(=O)OCC)c1C#N	4.7	13.6	-19.3	0.9	-3.3	1.2	-17.7	8.1	0.0	2.7	2.5
CCNc1sc(S(C)(=O)=O)nc1S(=O)(=O)c1ccc(Cl)cc1	2.6	7.6	10.6	0.0	-9.3	-2.5	-3.2	-4.0	-0.7	0.9	14.2
COc1cc(/C=N/Nc2nc(Nc3ccccc3)nc(N3CCCCC3)n2)ccc1OCC(=O)O	-0.9	-0.3	10.2	-3.8	-22.4	20.8	-11.7	-7.5	-0.3	3.5	3.3
Cc1c(C)n2c(SCC(=O)N3CCCCCC3)nnc2[nH]c1=O	3.5	7.1	-2.7	2.7	2.8	0.7	1.2	9.3	0.0	-3.2	7.4
CSc1nc(-c2ccc(C)cc2)nc(C(Cl)Cl)n1	-19.3	101.8*	77.3*	-6.3	6.3	6.6	5.8	-16.0	0.0	2.2	2.0
CCCc1cc(=O)oc2c(C)c(OCC(=O)NCc3ccccn3)ccc12	-1.7	-5.1	-16.6	-0.1	1.5	-8.2	-27.8	-21.6	0.0	-3.2	-4.1
CC(C)C(=O)Nc1sc2c(c1-c1nc3ccccc3[nH]1)CCCC2	-5.0	-34.2	5.9	0.6	6.1	-21.5	10.2	-99.5	-0.1	1.3	-70.2
Cc1ccc(NC(=O)CSc2ccc(C(N)=O)cc2[N+](=O)[O-])cc1C	-3.6	-25.3	0.1	1.3	7.3	0.3	-0.4	-14.5	-0.2	1.4	-68.4
CC(C)[C@H](NC(N)=O)C(=O)Nc1ccc(Oc2ccccc2)cc1	-2.7	5.6	-11.2	-0.8	5.3	7.6	1.8	7.1	0.4	-1.6	10.8
CS(=O)(=O)c1sc(C#N)c2c1C(=O)CC(c1ccccc1)C2 (stereo not drawn)	-38.2	98.2*	87.2*	2.5	81.4*	45.9	64.3*	13.7	-0.3	-1.7	95.3*
c1ccc(CCOn2ccnc2)cc1	12.9	-11.3	18.2	-0.3	-4.9	12.6	6.7	0.5	0.5	0.1	5.9
O=S1(=O)CCOCCN1Cc1ccccc1	-6.3	-2.2	2.0	-1.2	1.4	-1.8	-0.5	-10.3	0.1	0.0	14.5

Compound activity as filed in PubChem BioAssay.

Random draw from the library; any-hit rate near 4.4%.
